HEK293 tox – kills HEK 293 cells. Potency, µM (highest dose often 115 µM), for inactives: at the top dose activity change, negative = cytotoxicity, actives largely listed as inhibitors. HEK 293 viability, ATP luminescence (CellTiter-Glo), 48-72 h. actives 6.6% (n = 94,000); also: potency is read from the fitted curve at half-maximal effect; nearly all actives have a fitted effect of over 60% in size
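Cells seeded first (HEK 293, 250 cells/well), then compound added by pintool. Incubation ran 48 or 72 hr at 37 degree Celsius. CellTiter-Glo was added and luminescence imaged after 10 min at room temperature.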
3T3 cytotox – kills NIH 3T3 cells. NIH 3T3 viability, CellTiter-Glo ATP luminescence, 48-72 h. Potency, µM (doses to about 96.7 µM), for the others: at the highest dose activity change, negative = cytotoxicity, actives largely listed as inhibitors. actives 4.3% (n = 94,000); also: potency is read from the fitted curve at half-maximal effect; nearly all actives have a fitted effect of over 55% in size
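Cells were seeded at 400 per well, treated with pin-transferred compound, and kept 48 or 72 hr at 37 °C before CellTiter-Glo addition and luminescence imaging of cellular ATP.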
SNCA expr inhib – reduces expression of the alpha-synuclein gene; actives 0.17% (n = 140,000); AID 1671194; HEK-293 SNCA-luciferase knock-in, luminescence, 24 h; Potency, µM (doses to about 57.2 µM), without a hit: at the highest dose activity change, negative = inhibition, usual class: inhibitors;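 also: potency is read from the fitted curve at half-maximal effect; plate controls were DMSO cells for no effect and cell-free wells for full effect; nearly all actives have a fitted effect of over 45% in size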
IP6K1 inhibitor – blocks human inositol hexakisphosphate kinase 1; Q92551; IP6K1 kinase, ADP-Glo luminescence, 2 h; active compounds read low; activity change, % (series mostly up to about 58 µM); actives 0.81% (n = 140,000); AID 1645851; in the data active = activity change below about -25%
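ADP-Glo luminescence measures ADP made by human IP6K1 during a 2 h RT reaction with ATP/IP6 (mix at 1.3 mM/130 uM); top library doses 57.5 and 19.1 uM final.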
FLuc inh – blocks purified firefly luciferase enzyme activity. purified P. pyralis luciferase, luminescence, biochemical. Potency, µM (top dose mostly 115 µM), inactives show at the top dose activity change, negative = inhibition, actives largely listed as inhibitors. actives 2.5% (n = 76,000). AID 1347043; also: potency is read from the fitted curve at half-maximal effect; nearly all actives have a fitted effect of over 65% in size
Target sequence (P08659 whole entry, looked up): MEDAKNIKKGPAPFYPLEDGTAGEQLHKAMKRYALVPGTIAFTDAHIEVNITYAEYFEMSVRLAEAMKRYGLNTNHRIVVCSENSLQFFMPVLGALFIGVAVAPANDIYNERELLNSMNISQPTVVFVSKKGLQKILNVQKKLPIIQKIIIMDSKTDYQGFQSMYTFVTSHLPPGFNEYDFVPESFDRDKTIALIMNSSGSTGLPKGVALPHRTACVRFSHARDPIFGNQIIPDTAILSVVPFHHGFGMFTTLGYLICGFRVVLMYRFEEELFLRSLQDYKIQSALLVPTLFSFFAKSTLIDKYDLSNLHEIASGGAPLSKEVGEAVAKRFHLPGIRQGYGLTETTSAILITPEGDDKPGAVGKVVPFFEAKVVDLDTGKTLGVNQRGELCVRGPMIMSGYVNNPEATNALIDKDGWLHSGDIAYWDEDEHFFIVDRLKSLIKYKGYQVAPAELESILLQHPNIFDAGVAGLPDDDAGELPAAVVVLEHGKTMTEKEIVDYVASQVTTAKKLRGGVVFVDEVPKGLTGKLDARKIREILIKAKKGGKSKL
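Biochemical qHTS: compound (6-point titration) added to 10uM D-luciferin plus 10uM ATP in Tris acetate pH 7.5 buffer with Mg, Tween-20 and BSA, then purified enzyme at 10nM; light output imaged.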
GPT2 inh – blocks human glutamate pyruvate transaminase 2; actives 0.25% (n = 100,000); Potency, µM (titrated, usually from 57.7 µM), for inactives: top-dose activity change, negative = inhibition, most hits filed as inhibitors; Recombinant GPT2, coupled pyruvate oxidase/HRP Amplex Red fluorescence; Q8TD30; AID 1671188; also: potency is read from the fitted curve at half-maximal effect; nearly all actives have a fitted effect of over 60% in size; many of its hits are not listed in these tables
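Fluorescence read-out: pyruvate from GPT2 turnover coupled to pyruvate oxidase, HRP and Amplex Red (0.2mM ThPP, 0.2U/mL PO and HRP, 50uM Amplex final). Substrates 250uM a-KG, 2mM L-alanine; enzyme 10ng/uL; 30 min RT.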
HEK293 viab – counter-screen for SNCA expression inhibitors: cell viability; HEK-293-SNCA-luc viability, GF-AFC fluorescence, 24 h; Potency, µM (highest dose often 57.1 µM), for inactives: at the top dose activity change, negative = cytotoxicity, actives largely listed as cytotoxic; actives 0.12% (n = 150,000); AID 1671193;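 also: potency is read from the fitted curve at half-maximal effect; 0% = DMSO-treated cells and -100% = medium-only wells without cells; nearly all actives have a fitted effect of over 30% in size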
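HEK-293-SNCA-luc cells (1500/well) plated 24 h, then exposed 24 h to a dilution series; GF-AFC added 30 min at 37C, fluorescence 405/540 nm; normalised to medium-only and DMSO wells, Hill fit.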
Numbers without * were called inactive; i = inactive; ? = inconclusive; · = not tested or not shown; [ ] = remark or other dose. Unless noted, calls follow the shape of the dose curve; as a rule, active = well fitted curve in the direction sought with a large enough effect; inconclusive = small, poorly fitted or top-dose-only effect, or another doubt; inactive = no such curve, though single readings can be large; an effect the other way counts as inactive or inconclusive. Unless noted, % is scaled to controls: 0 for no effect and ±100 for the full control effect. Not all compounds are listed; the hit share may differ from the screen's.

no.	Molecule	HEK293 tox	3T3 cytotox	SNCA expr inhib	IP6K1 inhibitor
1	O=C(Nc1ccccc1Br)c1cc(CN2CCCC2)on1	·	·	67%[activator]	6
2	COCCCN1C(=O)c2[nH]nc(-c3ccccc3O)c2C1c1ccc(OCc2ccccc2)cc1 (stereo not given)	·	·	?	9
3	N#Cc1ccc(S(=O)(=O)NC2CCc3nn(CC4CC4)c(=O)n3CC2)cc1 (stereo not given)	-2%	-12%	-11%	2
4	FC(F)(F)Oc1ccc(CNC2(Cc3cc(-c4ccccn4)on3)COC2)cc1	?	-22%[138 µM]	-19%[87.6 µM]	8
5	CC(=O)N1CCCN(Cc2nc3c(n2Cc2ccccc2)C(=O)N(Cc2cccc(Cl)c2)CCN3)CC1	?	-50%	-10%	-9
6	Cc1ccc(C)c(Cn2c(=O)n(CCCCC(=O)NCc3ccccc3Cl)c(=O)c3ccccc32)c1	·	·	12%	3
7	Cc1c(Cl)cccc1NC(=O)Cn1c(CCC(=O)O)ccc1-c1cccs1	·	·	17%	-15
8	O=C(c1cnccn1)N1CCN(c2cc(-c3ccccc3)[nH]n2)CC1	-8%	-8%	-5%	-19
9	COc1ccc(CCNC(=O)C(=O)NCC(c2ccco2)S(=O)(=O)c2cccs2)cc1OC (stereo not given)	·	·	?	17
10	O=C(CCc1conc1-c1ccc(F)cc1)NCc1cccc(Br)c1	?	?	-5%	31
11	CCOc1ccc(C2c3cc(OCC)c(OCC)cc3CC(=O)N2c2ccc(C(=O)O)cc2)cc1OCC (stereo not given)	·	·	13%	-18
12	O=C(c1ccc(F)c(Cl)c1)N1CCN(C(=O)c2nnn3c2COC(c2ccccc2)C3)CC1 (stereo not given)	?	?	-19%	-11

no.	FLuc inh	GPT2 inh	HEK293 viab
1	·	·	16%
2	·	·	?
3	8%	-1%	-5%
4	-2%[172 µM]	-13%[88.5 µM]	-10%[87.6 µM]
5	-27%	2%	-7%
6	·	·	12%
7	·	·	3%
8	6%	2%	10%
9	·	·	1%
10	-5%	?	11%
11	·	·	10%
12	-2%	i	-12%

More entries.
no.	Molecule	HEK293 tox	3T3 cytotox	SNCA expr inhib	IP6K1 inhibitor
13	CN(CC1CCOCC1)C(=O)Nc1cc(F)cc(F)c1	-2%	-18%	-8%	13
14	CC1=NS(=O)(=O)N(C)C=C1C(=O)OCc1nc(-c2ccc(C(F)(F)F)cc2)no1	40µM*	?	?	8
15	CCCCN1CC(c2nc3ccccc3n2CCCCOc2ccc(C)cc2C)CC1=O (stereo not given)	·	·	?	15
16	c1cc(CN2CC(Oc3ccc4c(c3)OCO4)C2)cs1	-7%	-8%	34%[activator]	-3
17	COc1ccc2c(c1)c1c(c(=O)n(-c3ccc(C)cc3)c(=O)n1CC(=O)N1CCCC1)n2C	·	·	19%	9
18	COc1cccc(-c2ccc(CN3C4CCC3CN(C(=O)c3ccncc3)C4)cc2)c1	?	?	-14%	-10
19	Cc1nn2c(c1-c1ccccc1-c1ccccc1)N(C(=O)c1cnccn1)CCC2	-27%[172 µM]	?	-18%[87.6 µM]	14
20	CO[C@H]1O[C@@H]2O[C@@]3(C)CC[C@@H]4[C@@H](C)CC[C@@H]([C@H]1C)[C@@]24OO3	·	·	12%	·
21	CCc1cccc(NC(=O)CSc2nc3ccccc3nc2N2CCCCC2)c1	·	·	?	30
22	CCc1ccc(S(=O)(=O)N2CCN(c3ccc(Cl)c(Cl)c3)CC2)cc1	·	·	4%	0
23	COc1ccc(-c2ccc3nnc(CNC(=O)Cc4cccc(OC)c4)n3n2)cc1	-8%	-20%	-1%	-6
24	Cc1cc(C)c2c(=O)cc(CSCC(=O)Nc3ccccc3Cl)[nH]c2c1	·	·	8%	6

no.	FLuc inh	GPT2 inh	HEK293 viab
13	3%	5%	8%
14	-6%	i	-9%
15	·	·	?
16	·	i	1%
17	·	·	-5%
18	·	-9%	-7%
19	-17%[172 µM]	?	0%[87.6 µM]
20	·	i	6%
21	·	·	1%
22	·	·	?
23	1%	i	-7%
24	·	·	-2%

Complete entries from above.
`COc1cccc(-c2ccc(CN3C4CCC3CN(C(=O)c3ccncc3)C4)cc2)c1` is entered as HEK293 tox: ?; 3T3 cytotox: ?; SNCA expr inhib: -14%; IP6K1 inhibitor: -10; FLuc inh: ·; GPT2 inh: -9%; HEK293 viab: -7%
`COc1ccc2c(c1)c1c(c(=O)n(-c3ccc(C)cc3)c(=O)n1CC(=O)N1CCCC1)n2C` is entered as HEK293 tox: ·; 3T3 cytotox: ·; SNCA expr inhib: 19%; IP6K1 inhibitor: 9; FLuc inh: ·; GPT2 inh: ·; HEK293 viab: -5%

Carrying on:
no.	Molecule	HEK293 tox	3T3 cytotox	SNCA expr inhib	IP6K1 inhibitor
25	Fc1ccc(C2Cn3nnc(-c4nc(-c5ccncc5)no4)c3CO2)cc1 (stereo not given)	4%	-2%	4%	4
26	CCn1nccc1C(=O)NCCc1ncc(C)n1C1CC1	-24%	-17%	12%	-6
27	CC(C)(C)C(=O)N1CCC(C(=O)N2CCC(c3nc4ncccc4[nH]3)CC2)CC1	1%	-18%	23%	1
28	O=C(NCc1ccc(F)cc1)C1COC2(CCCCC2)N1C(=O)c1cccc(F)c1 (stereo not given)	?	-22%	-6%	-15
29	COc1cccc(CN2Cc3cc(NC(=O)c4ccccc4)ccc3OC(C)C2=O)c1OC (stereo not given)	?	?	2%	-3
30	COc1ccc(OC)c(CNC(=O)c2noc(-c3ccc(C)cc3)n2)c1	?	?	20%	-1
31	CN1CCC(C(=O)NCc2c[nH]c3ncccc23)CC1	?	-14%[138 µM]	-27%[87.6 µM]	13
32	O=C(NCc1ccccc1)N1CCCC(c2noc(COc3ccccc3F)n2)C1 (stereo not given)	?	?	44%[activator]	2
33	O=C1C(N2CCN(S(=O)(=O)c3cccs3)CC2)CCN1Cc1ccccn1 (stereo not given)	-17%	-28%	-7%	13
34	Nc1cc(N2CC[C@@H](N3CCN(CCc4ccccc4)CC3)[C@H](O)C2)nc(N)n1	-41%	?	19%	-6
35	CCOc1nc(NC(=O)NS(=O)(=O)Oc2ccccc2Cl)nc(-c2ccccc2)n1	·	·	57%[activator]	-4
36	O=C(NC[C@H]1CCc2ccccc2O1)C1CCN(C(=O)C2CC2)CC1	-19%	-17%	2%	-4

no.	FLuc inh	GPT2 inh	HEK293 viab
25	0%	4%	-1%
26	-10%	i	6%
27	·	i	3%
28	3%	i	6%
29	-16%	-1%	2%
30	-11%	?	8%
31	-4%[172 µM]	i	20%[87.6 µM]
32	-6%	1%	-17%
33	-6%	i	-4%
34	-20%	-5%	-8%
35	·	·	-6%
36	-6%	1%	7%

Some of the entries so far, with tabs:
entry	mol	HEK293 tox	3T3 cytotox	SNCA expr inhib	IP6K1 inhibitor	FLuc inh	GPT2 inh	HEK293 viab
26	CCn1nccc1C(=O)NCCc1ncc(C)n1C1CC1	-24%	-17%	12%	-6	-10%	i	6%
27	CC(C)(C)C(=O)N1CCC(C(=O)N2CCC(c3nc4ncccc4[nH]3)CC2)CC1	1%	-18%	23%	1	·	i	3%
28	O=C(NCc1ccc(F)cc1)C1COC2(CCCCC2)N1C(=O)c1cccc(F)c1 (stereo not given)	?	-22%	-6%	-15	3%	i	6%
29	COc1cccc(CN2Cc3cc(NC(=O)c4ccccc4)ccc3OC(C)C2=O)c1OC (stereo not given)	?	?	2%	-3	-16%	-1%	2%

Source: PubChem (National Center for Advancing Translational Sciences (NCATS))
